RORgamma inh: inhibitors of mouse ROR gamma transcriptional activity; Potency, µM (series often up to 53.6 µM), for the others: at the highest dose activity change, negative = inhibition, actives largely listed as inhibitors; hit rate 5.4% among 310,000; Drosophila S2 Gal4-RORgamma UAS-luciferase reporter, 20 h; note: potency is the fitted concentration of half-maximal effect; % is set by controls: 0 for no effect and ±100 for the full control effect; nearly all actives have a fitted effect of over 60% in size
Target sequence (P51450 whole entry, looked up, the tested form may be a part): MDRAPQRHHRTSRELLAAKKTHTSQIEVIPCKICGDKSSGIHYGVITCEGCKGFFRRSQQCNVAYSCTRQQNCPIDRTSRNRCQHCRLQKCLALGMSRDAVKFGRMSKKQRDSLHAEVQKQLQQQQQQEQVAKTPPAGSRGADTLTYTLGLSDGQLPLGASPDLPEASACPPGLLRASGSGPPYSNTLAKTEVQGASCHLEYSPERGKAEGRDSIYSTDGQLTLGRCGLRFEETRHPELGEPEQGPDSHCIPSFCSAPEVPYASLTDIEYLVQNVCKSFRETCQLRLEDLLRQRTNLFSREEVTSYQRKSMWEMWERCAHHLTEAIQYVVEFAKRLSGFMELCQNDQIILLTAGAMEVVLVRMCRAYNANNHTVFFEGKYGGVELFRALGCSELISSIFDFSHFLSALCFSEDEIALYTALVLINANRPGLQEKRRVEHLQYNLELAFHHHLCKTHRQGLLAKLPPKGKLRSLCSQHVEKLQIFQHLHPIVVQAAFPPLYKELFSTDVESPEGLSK
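Using a luciferase readout, inhibitors were identified by reduced reporter activity in Drosophila cells coexpressing a copper-inducible Gal4–ROR gamma fusion and UAS-driven Photinus luciferase, incubated 20 hr after 700 uM copper sulfate.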
TRPV1 ag: human TRPV1 agonism. AID 540275. activation, % at 8.33 µM. TRPV1-expressing cells, Fluo-8 calcium influx, agonist mode. hit rate 0.19% among 320,000; in the data active = activation above about 80%; inconclusive = between about 30% and that limit; note: 0% is about no effect
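Cells expressing TRPV1 were dye-loaded with Fluo-8 and read kinetically: 10 s baseline, 3 min after compound (agonist portion), then 2 min after EC20 capsaicin (allosteric enhancer portion). Calcium-bound dye fluorescence at 480/520 nm.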
FLuc modulator: counter-screen for miR-21 project: firefly luciferase inhibitors or activators; P08659; hit rate 6.9% among 360,000; Potency, µM (doses to about 57.5 µM), for inactives: at the top dose activity change, negative = inhibition, actives largely listed as inhibitors; purified FLuc, Km substrates, luminescence inhibition;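 note: potency is the fitted concentration of half-maximal effect; plate controls were vehicle for no effect and reference inhibitor for full effect; nearly all actives have a fitted effect of over 55% in size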
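Purified P. pyralis luciferase (10nM final) with 10uM D-luciferin and 10uM ATP (Km levels) in 50mM Tris acetate pH 7.5, 10mM Mg acetate, 0.01% Tween-20, 0.05% BSA; qHTS 6-point titration, ~60 µM downward; luminescence read.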
Rab9 prom act: Rab9 promoter activation. Potency, µM (top dose mostly 9.22 µM), for the others: at the highest dose activation, negative = inhibition, usual class: activators. hit rate 2.8% among 320,000. Huh7 Rab9 promoter-luciferase reporter, luminescence, 24 h; note: potency is the fitted concentration of half-maximal effect; % of control where 0% means no effect; nearly all actives have a fitted effect of over 60% in size
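Huh7 cells stably carrying a Rab9 promoter-luciferase reporter, 1500 cells per well in OP-MEM I with 10% FBS, treated with compound 24 hours at 37C. Luciferase activity read by luminescence after 10 minutes with Amplite reagent.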
NPC1 prom act: NPC1 promoter activation. Huh7 NPC1 promoter luciferase reporter, 24 h. Potency, µM (series often up to 9.22 µM), for the others: top-dose activation, usual class: activators. hit rate 2.4% among 320,000. AID 485313;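 note: potency is the fitted concentration of half-maximal effect; % of control where 0% means no effect; nearly all actives have a fitted effect of over 60% in size; reporter is driven by a mutant NPC1 promoter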
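Compounds in DMSO were transferred onto Huh7 NPC1-luciferase reporter cells pre-incubated 2 h; after 24 h at 37 °C, Amplite reagent was dispensed and luminescence recorded 10 min later.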
p53 reactivation: mutant p53 re-activation in reporter cells; Potency, µM (highest dose often 92.2 µM), for the others: at the top dose activity change, positive = activation, usual class: activators; AID 504706; H1299 p53-A138V BP100-luciferase reporter, luminescence, 24 h; hit rate 0.063% among 320,000; note: potency is the fitted concentration of half-maximal effect; % of control where 0% means no effect; nearly all actives have a fitted effect of over 45% in size
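H1299 (p53-null), stable ts p53-A138V + BP100-Luc; 1000 cells/well, Opti-MEM/10% FBS; cpd 4 pt, 1:5; 24 h, 37 deg C, 5% CO2; detection reagent 10 min RT; luminescence.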
Tb PFK inh: blocks T. brucei phosphofructokinase | O15648 | T. brucei PFK, ADP-Glo luminescence | Potency, µM (doses to about 57.5 µM), for the others: at the top dose activity, negative = inhibition, actives largely listed as inhibitors | hit rate 0.17% among 330,000;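 note: potency is the fitted concentration of half-maximal effect; 0% = uninhibited 1x PFK enzyme wells and -100% = no-enzyme wells; nearly all actives have a fitted effect of over 60% in size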
Target sequence (O15648 whole entry, looked up): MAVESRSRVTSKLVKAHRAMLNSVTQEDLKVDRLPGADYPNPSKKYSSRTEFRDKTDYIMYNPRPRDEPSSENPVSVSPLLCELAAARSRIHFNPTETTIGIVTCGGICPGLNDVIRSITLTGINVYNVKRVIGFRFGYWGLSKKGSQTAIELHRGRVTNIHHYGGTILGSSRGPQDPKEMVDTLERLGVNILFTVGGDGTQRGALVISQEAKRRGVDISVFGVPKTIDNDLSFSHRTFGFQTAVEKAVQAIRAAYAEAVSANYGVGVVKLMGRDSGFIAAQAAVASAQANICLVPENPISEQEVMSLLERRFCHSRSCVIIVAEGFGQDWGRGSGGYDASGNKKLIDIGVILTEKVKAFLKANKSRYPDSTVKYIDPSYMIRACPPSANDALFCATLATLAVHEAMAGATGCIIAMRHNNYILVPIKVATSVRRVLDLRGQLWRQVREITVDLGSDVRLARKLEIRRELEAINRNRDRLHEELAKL
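1.25 nM PFK with 0.5 mM F6P and 0.1 mM ATP in 0.1 M TEA pH 8.0, 5 mM MgCl2, incubated 45 min at room temperature; ADP measured by ADP-Glo luminescence; compounds titrated up to 57 uM.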
BRCA1 expr up: activators of BRCA1 expression. MCF7-BRCA1-FFLuc reporter, luminescence, 48 h; response scale: scaled: vehicle 0%, 10 µM genistein 100%. Potency, µM (top dose mostly 46.1 µM), for the others: at the highest dose activation, most hits filed as activators. hit rate 1.1% among 380,000. AID 624202; note: potency is the fitted concentration of half-maximal effect; nearly all actives have a fitted effect of over 80% in size; some results filed as inactive show a strong effect at the top dose
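First, MCF7-BRCA1-FFLuc cells (2000/well) attach for 2 h; next, compounds are pin-added and incubated 48 h at 37 °C; finally, luciferase reagent is added and luminescence read after 15 min.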
ELG1 DNA repair: blocks ELG1-dependent DNA repair in HEK293T cells | hit rate 2.3% among 330,000 | Potency, µM (top dose mostly 46.1 µM), inactives show at the top dose activity change, negative = inhibition, most hits filed as inhibitors | HEK293T ELG1-luciferase reporter, luminescence, 16 h; DNA damage induced by 5-fluorouridine | AID 504467; note: potency is the fitted concentration of half-maximal effect; % is set by controls: 0 for no effect and ±100 for the full control effect; nearly all actives have a fitted effect of over 55% in size
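Overnight (16 hr) co-exposure of 2,000 cells/well to 5-fluorouridine and compound at 37 °C preceded detection. Luciferase was quantified via ONE-Glo luminescence; loss of signal denotes inhibition.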
Gal4-VP16 FLuc: inhibits Gal4-VP16 luciferase reporter, ROR gamma counter-screen. Drosophila S2 Gal4-VP16 UAS-luciferase, luminescence, 20 h. Potency, µM (doses to about 53.6 µM), for inactives: at the highest dose activity, negative = inhibition, most hits filed as inhibitors. hit rate 3.5% among 310,000. AID 2546;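 note: Gal4-VP16 expression switched on by copper sulfate through the metallothionein promoter; potency is the fitted concentration of half-maximal effect; % is set by controls: 0 for no effect and ±100 for the full control effect; nearly all actives have a fitted effect of over 50% in size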
ELG1 genotox: genotoxicity induction in ELG1-luciferase HEK293T cells; HEK293T ELG1-luciferase reporter, luminescence, 16 h; Potency, µM (highest dose often 46 µM), for inactives: at the top dose activity change, positive = activation, most hits filed as activators; hit rate 1.3% among 330,000; AID 504466; note: potency is the fitted concentration of half-maximal effect; % of control where 0% means no effect; nearly all actives have a fitted effect of over 60% in size
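Luminescence read-out: rising ELG1-luciferase signal, reflecting elevated ELG1 protein under genetic stress, flags genotoxic compounds. Cells were treated for 16 hr at 37 °C before ONE-Glo detection.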
Active calls of the source: *; ? = inconclusive; / = not tested or not shown; [ ] = dose if it differs, or a comment. Unless noted, calls come from the whole dose curve; as a rule, active = well fitted curve in the direction sought with a large enough effect; inconclusive = small, poorly fitted or top-dose-only effect, or another doubt; inactive = no such curve, though single readings can be large; an effect the other way counts as inactive or inconclusive.

1) COc1cc(NC(=O)CN(C)S(=O)(=O)c2ccc3c(c2)CCC(=O)N3)cc(OC)c1
2) COc1ccc(CCc2nnc(CCC(=O)NCCc3ncccc3C)o2)cc1
3) Cc1cccc(-c2cc3nc4c(c(NCc5ccco5)n3n2)CCCC4)c1
4) CC(NC(=O)C1CCCN1S(=O)(=O)c1ccc2c(c1)n(C)c(=O)c(=O)n2C)c1ccccc1 (centres undefined)
5) Cc1occc1C(=O)NCCCc1ccccc1
6) O=C(Nc1nnc(CC(=O)N2CCOCC2)s1)C1COc2ccccc2O1 (centres undefined)
7) Cc1ccccc1C(=O)c1c[nH]c(C(=O)NCc2cccs2)c1
8) CCSc1nnc(NC(=O)CSc2nnc(CNC(=O)c3cc(OC)c(OC)c(OC)c3)o2)s1
9) CC(=O)CCN1C(=O)NC2(CCCc3ccccc32)C1=O (centres undefined)
10) c1ccc(CSc2nnc3c(n2)OC(c2ccco2)Nc2ccccc2-3)cc1 (centres undefined)
Compound,1,2,3,4,5,6,7,8,9,10
BRCA1 expr up,-19%,27%,93%,0%,13µM*,16%,0%,-45%,3%,-27%
TRPV1 ag,1,0,?,-2,?,5,14,2,4,/
Rab9 prom act,7%,-2%,3.2µM*,-2%,20%,0%,-6%,-1%,7%,0%
NPC1 prom act,0%,0%,?,-2%,14%,1%,7%,-1%,-2%,2%
Gal4-VP16 FLuc,8%,-7%,-13%,-4%,18%,5%,-4%,?,-5%,23%
RORgamma inh,41%,11%,?,2%,33%,17%,?,16µM*,1%,33%
FLuc modulator,0%,-16%,11µM*,3%,-14%,1%,0%,0%,1%,-14%
p53 reactivation,0%,1%,?,-2%,?,8%,3%,6%,-3%,23%
ELG1 DNA repair,0%,23%,?,?,?,30%,-22%,18%,0%,?
Tb PFK inh,0%,-2%,0%,-6%,6%,-4%,3%,-4%,3%,2%
ELG1 genotox,0%,5%,8%,0%,?,6%,-1%,0%,2%,18%

11) Cc1cc(-c2nn(C)c(=O)c3ccccc23)ccc1CNC(=O)NC1CCCCC1
12) O=C(CSc1nc(O)c(Cc2ccccc2)c(=O)[nH]1)c1ccccc1
13) CCCC(CCC(=O)Nc1cc([N+](=O)[O-])ccc1O)C(=O)O (centres undefined)
14) O=C1CCC(=O)N1c1cccc(-c2nc3ccccc3o2)c1
15) CCc1ccc(-c2cc(C(=O)Nn3cnnc3)c3ccccc3n2)cc1
16) Cc1[nH]c2ccccc2c1C(=O)COC(=O)c1ccc2c(=O)n3c(nc2c1)CCC3
17) C[C@H]1COC(=O)[C@H](CC(=O)OC(C)(C)C)C/C=C\C[C@@H](CC(=O)N(CCO)Cc2ccccc2)C(=O)N1
18) O=C(/C=C/c1ccco1)NCC1OCCc2ccccc21 (centres undefined)
19) Cc1ccc(S(=O)(=O)CC(CN2CCOCC2)N2CCOCC2)cc1 (centres undefined)
20) COc1cccc2cc(C(=O)NCc3ccco3)c(=O)oc12
Compound,11,12,13,14,15,16,17,18,19,20
BRCA1 expr up,-31%,0%,8%,10%,-80%[inhibitor],-16%,0%,-4%,-9%,-3%
TRPV1 ag,2,-4,4,-3,0,1,/,9,-1,-1
Rab9 prom act,25%,2%,-2%,3%,?,-2%,/,?,-9%,13%
NPC1 prom act,-7%,-3%,-4%,4%,?,-4%,/,-1%,-1%,-1%
Gal4-VP16 FLuc,0%,?,-7%,26%,0.63µM*,-8%,/,-12%,6%,-14%
RORgamma inh,-2%,11%,?,38%,0.89µM*,22%,/,33%,-1%,-14%
FLuc modulator,-6%,5%,?,?,0.067µM*,1%,/,-15%,1%,?
p53 reactivation,2%,?,1%,8%,-5%,-4%,-4%,6%,7%,?
ELG1 DNA repair,?,?,-6%,3%,?,?,-3%,0%,4%,?
Tb PFK inh,2%,17%,13%,-11%,3%,0%,-16%,-29%,2%,3%
ELG1 genotox,-3%,12%,0%,3%,?,-5%,0%,5%,-1%,14%

Part of the list above, with each value named:
17: C[C@H]1COC(=O)[C@H](CC(=O)OC(C)(C)C)C/C=C\C[C@@H](CC(=O)N(CCO)Cc2ccccc2)C(=O)N1
  BRCA1 expr up: 0% | TRPV1 ag: / | Rab9 prom act: / | NPC1 prom act: / | Gal4-VP16 FLuc: / | RORgamma inh: / | FLuc modulator: / | p53 reactivation: -4% | ELG1 DNA repair: -3% | Tb PFK inh: -16% | ELG1 genotox: 0%
18: O=C(/C=C/c1ccco1)NCC1OCCc2ccccc21 (centres undefined)
  BRCA1 expr up: -4% | TRPV1 ag: 9 | Rab9 prom act: ? | NPC1 prom act: -1% | Gal4-VP16 FLuc: -12% | RORgamma inh: 33% | FLuc modulator: -15% | p53 reactivation: 6% | ELG1 DNA repair: 0% | Tb PFK inh: -29% | ELG1 genotox: 5%
19: Cc1ccc(S(=O)(=O)CC(CN2CCOCC2)N2CCOCC2)cc1 (centres undefined)
  BRCA1 expr up: -9% | TRPV1 ag: -1 | Rab9 prom act: -9% | NPC1 prom act: -1% | Gal4-VP16 FLuc: 6% | RORgamma inh: -1% | FLuc modulator: 1% | p53 reactivation: 7% | ELG1 DNA repair: 4% | Tb PFK inh: 2% | ELG1 genotox: -1%
20: COc1cccc2cc(C(=O)NCc3ccco3)c(=O)oc12
  BRCA1 expr up: -3% | TRPV1 ag: -1 | Rab9 prom act: 13% | NPC1 prom act: -1% | Gal4-VP16 FLuc: -14% | RORgamma inh: -14% | FLuc modulator: ? | p53 reactivation: ? | ELG1 DNA repair: ? | Tb PFK inh: 3% | ELG1 genotox: 14%

Next part.
21) CC1CCCCC1NC(=O)Cn1c(=O)oc2cc(S(=O)(=O)N3CCCC3)ccc21 (centres undefined)
22) C=CCNC(=O)C1CC(=O)N(c2ccc(OCC(=O)Nc3ccc(Cl)cc3)cc2)C1 (centres undefined)
23) COc1ccccc1CNC(=O)c1c(O)c2cc(OC)c(OC)cc2[nH]c1=O
24) CCn1cc(S(=O)(=O)c2ccc(OC)cc2)c(=O)c2cc(OC)ccc21
25) C[C@H](NC(=O)[C@@H]1Cc2ccccc2CN1)C(=O)NCC1CCCO1 (some centres undefined)
26) COc1ncnc2c1oc1nc(C(C)C)c3c(c12)CC(C)(C)OC3
27) Cc1ccc(C(=O)NNC(=O)c2ccc3ccccc3c2O)cc1
28) CCOC(=O)c1ccc(CNC(=O)C(Cc2c[nH]c3ccccc23)NC(C)=O)o1 (centres undefined)
29) CN1C2C=C3C(C#N)=C(N)C(C#N)(C#N)[C@@H](c4cccc(F)c4)[C@@H]3C1CC2 (some centres undefined)
30) CN(C)CCn1cnc2c(c1=N)C(c1ccccc1)c1ccc3ccccc3c1O2 (centres undefined)
31) Cn1cc(SCC(=O)NC2CCCC2)c2ccccc21
32) O=C(NC(=S)Nc1ccc2c(c1)OCCO2)c1ccccc1
33) COc1cc(NC(=O)c2ccc(Cl)cc2)c(Cl)cc1NC(=O)c1cccnc1
Compound,21,22,23,24,25,26,27,28,29,30,31,32,33
BRCA1 expr up,-17%,-14%,28%,3%,-8%,8%,-12%,2%,4%,-49%,-5%,?,-21%
TRPV1 ag,5,1,-1,1,-1,3,3,-1,0,15,1,6,-3
Rab9 prom act,-1%,-3%,0%,0%,-1%,-2%,7%,-7%,11%,-6%[1.84 µM],0%,0.89µM*,0%
NPC1 prom act,1%,-5%,-1%,-5%,-2%,0%,1%,-1%,0%,-2%,-1%,0.63µM*,-7%
Gal4-VP16 FLuc,6%,-4%,-4%,?,0%,4%,10µM*,18%,-3%,-4%,-10%,?,-1%
RORgamma inh,28%,11%,-12%,-17%,-9%,0%,14µM*,-32%,7%,-25%,-6%,4µM*,?
FLuc modulator,1%,1%,10%,0%,1%,-1%,?,-1%,-2%,-4%,-2%,1.2µM*,1%
p53 reactivation,13%,-6%,2%,-5%,8%,1%,/,6%,8%,-5%,6%,12%,-2%
ELG1 DNA repair,-5%,10%,2%,11%,28%,4%,12%,-6%,3%,?,8%,?,-3%
Tb PFK inh,0%,-1%,3%,1%,0%,2%,1%,-1%,-7%,-5%,-2%,3%,2%
ELG1 genotox,-1%,10%,4%,-2%,2%,2%,0%,1%,2%,0%,0%,?,-3%

Bioassay records: PubChem, National Center for Advancing Translational Sciences (NCATS)
